Assay outcomes from PubChem.
AI-2 QS modul – Vibrio harveyi AI-2 quorum sensing modulators, primary screen, JMH597 strain, luminescence/OD600 ratio; Vibrio harveyi JMH597 AI-2 luminescence/OD600 ratio, 9 h; hits give low values; strain lacks LuxN and CqsS sensors; 0 = neutral-control median; activity change, % at 7.5 µM; actives 0.4% (n = 300,000); AID 2094, 2009; in the data active = activity change below about -75%, passing the limit was not always enough;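 also: luminescence divided by OD600 gain over 9 h not by final OD600 alone; inactives centre near 13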
TRPC4 act – activators of mouse TRPC4 channel, primary screen, Fluo4 calcium, HEK293 TRPC4beta/mu-opioid cells | B-score at 10 µM | AID 2237, 2010 | actives 0.49% (n = 310,000) | Short transient receptor potential channel 4 (Mus musculus), Q9QUQ5 | Fluo4 calcium fluorescence; hits give high values;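 active = B-score above 5 SD of library B-scores, and initial fluorescence ratio not above library mean plus 5 SD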;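 also: positive B-score marks a calcium rise read as TRPC4 activation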
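Material: HEK293 stable line with TRPC4beta plus mu-opioid receptor; technique: Fluo4 calcium-sensitive dye fluorescence, kinetic, 1 Hz baseline; timing: Fluo4 dye loading 45 min at room temperature, 110 s recording; controls: assay buffer as low control, maximal DAMGO as high control; read-out: integrated baseline-normalised fluorescence ratio, converted to per-well B score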
MrgX1 allo act – positive allosteric modulators of MrgX1, primary screen, HEK293 cells, Fluo-4 calcium flux; actives 0.63% (n = 310,000); FDSS; hits give high values; Mas-related G-protein coupled receptor member X1 (Homo sapiens), Q96LB2; B-score at 10 µM;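 active = plate-corrected calcium response at least 3 library SD above typical, normal starting fluorescence, not activating the receptor alone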;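 also: compound read alongside a low EC10 to EC30 dose of BAM8-22 agonist; peak minus trough fluorescence over baseline measured at the second addition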
Target sequence (Q96LB2 whole entry, looked up): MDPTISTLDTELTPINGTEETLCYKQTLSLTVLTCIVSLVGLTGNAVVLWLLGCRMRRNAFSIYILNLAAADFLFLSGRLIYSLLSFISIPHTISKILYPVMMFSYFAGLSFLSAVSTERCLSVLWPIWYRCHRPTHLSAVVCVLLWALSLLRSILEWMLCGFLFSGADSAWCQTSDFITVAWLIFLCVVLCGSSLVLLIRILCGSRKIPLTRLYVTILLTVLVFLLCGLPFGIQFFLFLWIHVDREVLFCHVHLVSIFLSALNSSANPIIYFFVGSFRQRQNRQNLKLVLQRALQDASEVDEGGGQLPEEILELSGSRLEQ
TRPC6 inh – mouse TRPC6 channel inhibitors, primary screen, cell-based, HEK293, membrane potential dye; Short transient receptor potential channel 6 (Mus musculus), Q61143; ACh-evoked depolarization; hits give low values; B-score at 10 µM; actives 1.1% (n = 310,000); AID 2553, 2010;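 active = B-score under library mean minus 3 SD, initial fluorescence not abnormally high, positive integrated signal ratio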;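 also: B-score derived from integrated fluorescence ratio over the kinetic read; more negative B-score means stronger inhibition of depolarization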
PolyA inh – polyadenylation inhibitors in yeast reporter cells, primary screen, luminescence, S. cerevisiae. calls only at 12 µM. actives 0.02% (n = 300,000). S. cerevisiae SKY197-pL101 polyadenylation reporter, beta-gal luminescence; efflux-impaired pdr1/pdr3 knockout yeast; score 100 = 6 SD above DMSO;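 active = lowest replicate activity score at least 50, where 100 means six control SD above control mean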;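 also: yeast exposed to compound for 9 h at 30 °C; higher score means more reporter readthrough which indicates perturbed polyadenylation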
TRPC4 PAM – positive allosteric modulators of TRPC4, primary screen, cell-based, mouse TRPC4beta, HEK293 mu-opioid, Fluo-4 calcium; B-score at 10 µM; DAMGO EC20, Fluo-4 Ca2+ flux; hits give high values; Short transient receptor potential channel 4 (Mus musculus), Q9QUQ5; AID 2227, 2009; actives 0.42% (n = 310,000);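 active = B-score of calcium response area above 5 SD of library B-scores, with initial fluorescence ratio within 5 SD of library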;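 also: B-score of integrated fluorescence ratio over time as area under calcium response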
MrgX1 ag – agonists of human MrgX1 receptor, primary screen, HEK293 cells, Fluo-4 calcium flux. Mas-related G-protein coupled receptor member X1 (Homo sapiens), Q96LB2. actives 0.44% (n = 310,000). B-score at 10 µM. Fluo-4 calcium fluorescence, agonist mode; hits give high values;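 active = calcium response B-score plate-corrected fluorescence ratio at least 3 library SD, with starting fluorescence B-score inside 5 SD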
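Material: HEK293 cells stably expressing human MrgX1 receptor | Quantity: 15,000 cells per well | Times: Cells plated overnight, dye loaded 0.5 h 37 °C, 0.5 h room temperature | Measured by: Kinetic Fluo-4 NW fluorescence of intracellular calcium | Control set: Positive and negative controls per plate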
HIF activator – HIF pathway transcriptional activators, primary screen, cell-based, U2OS HRE-luciferase, luminescence | U2OS HRE-luciferase reporter; normalized: DMSO 0%, desferrioxamine 100% | activation, % at 7.5 µM (by protocol) | actives 0.32% (n = 300,000);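 active = mean activation of at least 10% of the iron chelator positive control signal, with at least half of replicates also reaching 10%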
TRPC6 activator – mouse TRPC6 channel activators, primary screen, cell-based, HEK293, membrane potential dye | B-score at 10 µM | HEK293-TRPC6 membrane potential dye fluorescence; hits give high values | actives 0.13% (n = 310,000) | Short transient receptor potential channel 6 (Mus musculus), Q61143 | AID 2550, 2010;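 active = B-score of the integrated fluorescence ratio above library mean plus 3 SD, and starting fluorescence ratio within library mean plus 5 SD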;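 also: higher score means more depolarization so channel activation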
MrgX1 antagonist – antagonists of human MrgX1 receptor, primary screen, HEK293 cells, Fluo-4 calcium flux | BAM8-22 antagonism; hits give low values | B-score at 10 µM | actives 1.3% (n = 310,000) | Mas-related G-protein coupled receptor member X1 (Homo sapiens), Q96LB2;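 active = calcium-response B-score plate-corrected more than 3 library SD below zero, starting fluorescence within 5 deviations, no agonist response on first addition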;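 also: peak minus trough fluorescence over baseline after final BAM8-22 challenge near maximal dose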
TRPC4 block – inhibitors of mouse TRPC4 channel, primary screen, Fluo4 calcium, HEK293 TRPC4beta/mu-opioid cells; B-score at 10 µM; Short transient receptor potential channel 4 (Mus musculus), Q9QUQ5; DAMGO-evoked Fluo4 calcium flux; hits give low values; actives 0.39% (n = 300,000);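 active = B-score over 3 SD under the library average, no early fluorescence shift, positive overall ratio signal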
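Assay system: Stable TRPC4beta/mu-opioid receptor HEK293 cells | Reagent: DAMGO in two steps, submaximal then maximal | Compound dosing: Single concentration per test compound | Signal: Fluo4 Ca2+ flux fluorescence | Evaluation: Per-well B score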
Starred values were filed as active, the others as inactive; i = inactive; · = not tested or not shown. Only part of the results is shown. The share of hits here may be higher or lower than overall.

SMILES | AI-2 QS modul | TRPC4 act | MrgX1 allo act | TRPC6 inh | PolyA inh | TRPC4 PAM | MrgX1 ag | HIF activator | TRPC6 activator | MrgX1 antagonist | TRPC4 block
CCCNC(=O)COc1ccc(S(=O)(=O)Nc2ccc(C)cc2)cc1 | -2 | i | i | i | i | i | i | -0.4 | i | i | i
CCC(C(=O)NCc1ccc(OC)cc1)n1nc(C)n2c(cc3occc32)c1=O (stereo unspecified) | 23 | i | i | i | i | i | i | -1.1 | i | i | i
Cn1c(=O)n(Cc2ccc(Br)cc2)c2ccccc21 | 27 | i | i | i | i | i | i | -0.9 | i | -9.3* | i
O=C1CSC(c2cccc([N+](=O)[O-])c2)N1CCc1ccccc1 (stereo unspecified) | 13 | i | i | i | i | i | i | -1.3 | i | i | i
CC(C)(C)NC(=O)CC(c1ccccc1)c1ccccc1O (stereo unspecified) | -2 | i | i | i | i | i | i | 0.1 | i | i | i
Cc1ccc(NC(=O)c2ccc(C)c(NC3=NC4CS(=O)(=O)CC4S3)c2)cc1C (stereo unspecified) | 24 | i | i | i | i | i | i | 0.0 | i | i | i
O=C(O)CN1C(=O)/C(=C\c2cc(Br)ccc2OCc2ccc(Cl)cc2)SC1=S | 19 | i | i | i | i | i | i | -4.7 | i | i | i
NC1=NS(=O)(=O)NC1c1cccc(F)c1 (stereo unspecified) | 2 | i | i | i | i | i | i | 0.0 | i | i | i
O=C(c1ccc(N2CCN(C(=O)c3cccc(F)c3)CC2)cc1)c1cccc(F)c1 | -6 | i | i | i | i | i | i | -0.5 | i | -4.6* | i
O=C(NCCCn1ccnc1)c1ccc(Cl)c(S(=O)(=O)N2CCOCC2)c1 | 11 | i | i | i | i | i | i | -0.3 | i | i | i
O=C(c1cc(COc2ccc(F)cc2Cl)on1)N1CCCCCCC1 | -30 | i | i | i | i | i | i | 1.5 | i | i | i
Cc1ccccc1OCC(O)CN(Cc1ccccc1O)C1CCCCC1 (stereo unspecified) | 11 | i | i | i | i | i | i | 0.0 | i | i | i
CC(C)c1ccc(-c2noc(C3CCCN(C(=O)c4ccc(F)cc4F)C3)n2)cc1 (stereo unspecified) | 22 | i | i | i | i | i | i | 0.0 | i | i | i
Cc1cc(=O)oc2cc(OC(C)C)ccc12 | 22 | i | i | i | i | i | i | 0.6 | i | i | i
Cc1cccc(NC(=O)CN(C)S(=O)(=O)c2ccc(Cl)cc2)n1 | 16 | i | i | i | i | i | i | -0.1 | i | i | i
O=C(CN1CCOCC1)Nc1ccc(NC(=O)CN2CCOCC2)c(Cl)c1 | 25 | i | i | i | i | i | i | -0.6 | i | i | i
COc1ccc(NC(=O)CN(C)C(=O)c2ccccc2SCC(=O)N2CCCC2)cc1 | 5 | i | i | i | i | i | i | -0.6 | i | i | i
N#Cc1ccc(Oc2nc(C#N)cc(-c3ccccc3)n2)cc1 | 11 | i | i | i | i | i | i | 0.3 | i | i | i
CCN1CCCC1CNS(=O)(=O)c1ccc(Cl)c(C(F)(F)F)c1 (stereo unspecified) | 15 | i | i | i | · | i | i | -0.2 | i | i | i
CC1CC(C)(C)CC2(C1)NC(=O)N(CC(=O)NCCc1c[nH]c3ccccc13)C2=O (stereo unspecified) | 14 | i | i | i | i | i | i | -1.1 | i | i | i
Cc1cc(C)cc(OCC(=O)OC/C(O)=C(\C#N)c2nc3ccccc3[nH]2)c1 | 28 | i | i | i | i | i | i | -0.1 | i | i | i
NC(N)=Nc1nc(-c2ccccc2)c2ccccc2n1 | 30 | i | i | -5.4* | i | i | i | -0.2 | i | i | i
Cc1ccc(C)c(-c2cc(C(=O)NC3CC3)c3ccccc3n2)c1 | 26 | i | i | i | · | i | i | · | i | i | i
CC(=O)NS(=O)(=O)c1ccc(NC(=O)c2ccc(Br)o2)cc1 | 9 | i | i | i | i | i | i | -0.7 | i | i | i
Cc1ccc2nc(SCC(=O)NCc3cccs3)[nH]c2c1 | -7 | i | i | i | i | i | i | -0.2 | i | i | i
O=C(NCC(c1ccco1)N1CCCC1)c1cccc(NS(=O)(=O)c2ccc(Br)cc2)c1 (stereo unspecified) | 18 | i | i | i | i | i | i | -0.3 | i | i | i
Cc1ccc(NC(=O)c2cc(S(=O)(=O)NCCC3=CCCCC3)ccc2F)cc1F | 21 | i | i | i | i | i | i | -0.1 | i | i | i
COc1ccc(Br)cc1CNC(=O)C1CCN(C(=O)N(C)C)CC1 | -5 | i | i | i | i | i | i | -0.6 | i | i | i
CC(=O)Cc1nsc(NC(=O)c2ccc(COc3cccc(C)c3)o2)n1 | 17 | i | i | i | i | i | i | -0.4 | i | i | i
CCCN(CC(=O)Nc1ccc(F)c(F)c1F)C(=O)c1cc([N+](=O)[O-])ccc1N1CCOCC1 | 16 | i | i | i | i | i | i | -0.5 | i | i | i
CCNc1c(NC(=O)c2ccc3c(c2)OCO3)c(=O)oc2ccccc12 | 20 | i | i | i | i | i | i | 0.3 | i | i | i
COc1ccccc1NCCC(=O)OCC(=O)NCc1ccco1 | 6 | i | i | i | i | i | i | -0.2 | i | i | i
N#Cc1ccc(C(=O)Nc2cccc3ccccc23)c(F)c1 | 2 | i | i | i | i | i | i | -0.1 | i | i | i
Cc1onc(-c2c(F)cccc2Cl)c1C(=O)OCC(=O)NCc1ccco1 | 10 | i | i | i | i | i | i | -0.1 | i | i | i
Cc1ccc(NC(=S)N(C)Cc2cn(C)c3ccccc23)cc1 | 24 | i | i | i | i | i | i | 0.1 | i | i | i
O=C(COc1coc(CN2CCN(c3ccccc3F)CC2)cc1=O)NC1CCCCC1 | 26 | i | i | i | i | i | i | 0.1 | i | i | i
CCSc1nnc(C)c(=O)n1COC(=O)c1ccc(S(=O)(=O)N2CCCC2)cc1 | 42 | i | i | i | i | i | i | 0.0 | i | i | i
COc1cc(OC)cc(C(=O)N2CCN(C(=O)c3ccc(OC)c(OC)c3)CC2)c1 | 28 | i | i | i | i | i | i | 0.9 | i | i | i
CC(C)CC(=O)NC(=S)Nc1ccc(N2CCCC2)c(Cl)c1 | 23 | i | i | i | i | i | i | 1.4 | i | i | i
CN(/N=C/c1ccc(O)cc1O)c1nc(-c2ccccc2)cc(-c2ccccc2)n1 | 33 | i | i | i | i | i | i | 0.2 | i | i | i
COC(=O)CC1C(=O)NCCN1C(=O)c1c(F)cccc1F (stereo unspecified) | 30 | i | i | i | i | i | i | -0.1 | i | i | i
CC(=O)C1(O)C(C)CC2C3CCC4CC(O)CCC4(C)C3=CCC21C (stereo unspecified) | 14 | i | i | i | i | i | i | 0.4 | i | i | i
O=C(Nc1cccc2c1CCCC2)c1ccc(F)cc1 | -3 | i | i | i | i | i | i | -0.4 | i | i | i
O=C1c2ccccc2NC2(CCCC2)N1O | 3 | i | i | i | i | i | i | 0.2 | i | i | i
O=C(COc1ccc(Cl)cc1)NCc1nnc(SCC(=O)N2CCCc3ccccc32)o1 | 19 | i | i | i | i | i | i | -8.0 | i | i | i
COc1ccccc1CNc1ncc(-c2ccccc2)n1C | 16 | i | · | i | i | i | · | -2.5 | i | · | i
COc1ccc(C2C(C#N)=C(N)N(c3cccnc3)C3=C2C(=O)CC(C)(C)C3)cc1OC (stereo unspecified) | 12 | i | i | i | i | i | i | -0.5 | i | i | i
CCCCn1c(CNC(=O)C(C)(C)C)nc2ccccc21 | 7 | i | i | i | · | i | i | -0.2 | i | i | i
CN(Cc1cnccn1)C(=O)CC1C(=O)NCCN1Cc1cccc(Oc2ccccc2)c1 (stereo unspecified) | -4 | i | i | i | i | i | i | 0.0 | i | i | i
O=C(O)C1C2C=CC(C2)C1C(=O)N1CCc2ccccc21 (stereo unspecified) | 15 | i | i | i | i | i | i | 0.1 | i | i | i

A portion taken from the entries so far, as a working copy:
SMILES | AI-2 QS modul | TRPC4 act | MrgX1 allo act | TRPC6 inh | PolyA inh | TRPC4 PAM | MrgX1 ag | HIF activator | TRPC6 activator | MrgX1 antagonist | TRPC4 block
CCCNC(=O)COc1ccc(S(=O)(=O)Nc2ccc(C)cc2)cc1 | -2 | i | i | i | i | i | i | -0.4 | i | i | i
CCC(C(=O)NCc1ccc(OC)cc1)n1nc(C)n2c(cc3occc32)c1=O (stereo unspecified) | 23 | i | i | i | i | i | i | -1.1 | i | i | i

(more compounds)
SMILES | AI-2 QS modul | TRPC4 act | MrgX1 allo act | TRPC6 inh | PolyA inh | TRPC4 PAM | MrgX1 ag | HIF activator | TRPC6 activator | MrgX1 antagonist | TRPC4 block
Cc1cccc(NC(=O)c2cc(=O)c3ccccc3o2)n1 | 34 | i | i | i | i | i | i | 2.6 | i | i | i
CCCN(C(=O)CSc1n[nH]c(-c2ccc(OC)cc2)n1)c1c(N)n(Cc2ccccc2)c(=O)[nH]c1=O | -1 | i | i | i | i | i | i | 0.4 | i | i | i
CCC(c1nnc(SCC(=O)N(C)c2ccccc2)n1Cc1ccccc1)N(C)C (stereo unspecified) | 5 | i | i | i | i | i | i | -0.5 | i | i | i
CC1CC(C)CN(C(=O)C2CCC(CNc3c(N4CCCCC4)c(=O)c3=O)CC2)C1 (stereo unspecified) | 2 | i | i | i | i | i | i | 0.1 | i | i | i
CCCOc1ccccc1NS(=O)(=O)c1ccc2[nH]c(=O)[nH]c2c1 | 13 | i | i | i | i | i | i | -0.3 | i | i | i
O=C(C1CCC(=O)N(C2CC2)C1)N1CCC(Oc2cccc(F)c2)CC1 (stereo unspecified) | 18 | i | i | i | i | i | i | -0.5 | i | i | i
Cc1ccc(Nc2nc(=O)[nH]nc2C)cc1 | 4 | i | i | i | i | i | i | -0.4 | i | i | i
